# Screening results as filed in PubChem BioAssay.
# IMPase Li cell: membrane-permeable IMPase blocker, potentiated with lithium. Potency, µM (series often up to 59.4 µM), inactives show at the top dose activity, negative = IMPase inhibition, most hits filed as inhibitors. AID 1457. CHO-M1 cells, IP1 TR-FRET (IP-One), carbachol + lithium. 210,000 tested, 0.35% active;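 further: IP1 builds up when IMPase is blocked and the TR-FRET signal falls; potency means the concentration at half of the fitted maximal effect; plate controls were basal vehicle for no effect and high inhibitor control for full effect; nearly all actives have a fitted effect of over 50% in size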
#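 Readout is a homogeneous TR-FRET IP1 immunoassay (Ex 320, Em 665 and 620), where raised cytosolic IP1 lowers signal. Cells were CHO-M1 treated 30 min at 37C with test compounds plus a little lithium; AC50 values came from Hill-equation fitting.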
# CBFb-RUNX1 inh: blocks binding between human CBF-beta and RUNX1. Q01196+Q13951. AlphaScreen CBFb-His/RUNX1-biotin binding, biochemical. Potency, µM (top dose mostly 59.8 µM), for inactives: at the highest dose activity, negative = inhibition, most hits filed as inhibitors. 230,000 tested, under 10 active; further: % of control where 0% means no effect
# Target sequence (Q01196 whole entry, looked up): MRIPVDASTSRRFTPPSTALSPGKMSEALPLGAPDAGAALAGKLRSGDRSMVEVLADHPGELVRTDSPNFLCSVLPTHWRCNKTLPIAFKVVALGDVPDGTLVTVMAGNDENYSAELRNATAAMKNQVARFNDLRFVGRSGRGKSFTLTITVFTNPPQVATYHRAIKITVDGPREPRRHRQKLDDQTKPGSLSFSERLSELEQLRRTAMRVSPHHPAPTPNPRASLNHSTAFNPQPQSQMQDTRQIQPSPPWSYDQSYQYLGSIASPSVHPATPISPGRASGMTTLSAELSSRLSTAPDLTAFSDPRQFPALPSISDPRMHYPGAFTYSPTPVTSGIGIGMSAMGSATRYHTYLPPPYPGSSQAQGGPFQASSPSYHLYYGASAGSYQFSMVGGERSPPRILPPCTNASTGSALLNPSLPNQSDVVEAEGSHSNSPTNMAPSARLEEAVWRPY
# Target sequence (Q13951 whole entry, looked up): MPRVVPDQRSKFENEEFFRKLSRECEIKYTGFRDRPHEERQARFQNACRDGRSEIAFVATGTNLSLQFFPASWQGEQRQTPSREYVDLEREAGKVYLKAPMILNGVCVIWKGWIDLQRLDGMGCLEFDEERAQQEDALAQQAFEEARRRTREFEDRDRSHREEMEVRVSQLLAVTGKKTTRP
#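 Read-out: AlphaScreen. Format: His-CBF-beta with biotinylated RUNX1 (30 nM each) preincubated 20 min, compound 15 min, Ni-chelate plus streptavidin beads 90 min; room temperature throughout.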
# Epigenetic derep: epigenetic control regulation, reporter derepression; murine LDR cells, GFP reporter derepression, 30 h; Potency, µM (series often up to 53.9 µM), for inactives: top-dose GFP activation, usual class: activators; 280,000 tested, 0.2% active; further: potency means the concentration at half of the fitted maximal effect; % of control where 0% means no effect; nearly all actives have a fitted effect of over 60% in size
#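 Derepression of a silenced CMV-GFP reporter in murine LDR cells is scored by enumerating GFP-positive cells with a laser-scanning microplate cytometer after 30 hours of treatment at 37 C.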
# Luc counter: Kinase-Glo luciferase inhibition (counter-screen). AID 1379. 200,000 tested, 0.28% active. Kinase-Glo luciferase, ATP luminescence, 8 min. Potency, µM (highest dose often 38.3 µM), for the others: top-dose activity change, negative = inhibition, most hits filed as inhibitors. Q27757; further: potency means the concentration at half of the fitted maximal effect; on the % scale 0 is the no-effect control and ±100 the full control effect; nearly all actives have a fitted effect of over 60% in size
#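 Light output from Kinase-Glo luciferase with luciferin and 10 uM ATP in 50 mM imidazole pH 7.2, KCl, MgCl2, Tween 20, BSA; compound pin-delivered, 8-min ambient incubation, then luminescence read.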
# Lamin A splicing: changes lamin A minigene splicing in HeLa cells | HeLa LMNA splicing GFP/RFP minigene ratio, 48 h | 200,000 tested, 0.01% active | Potency, µM (highest dose often 46.1 µM), for inactives: top-dose ratio change, negative = inhibition, usual class: inhibitors; active means well fitted inhibition curve with a large enough effect in the signal ratio, with a control signal flat, not every such curve was filed as active; inconclusive means small, poorly fitted or top-dose-only effect, or effect the other way, or a change in a side signal; the % refers to the signal ratio; further: potency means the concentration at half of the fitted maximal effect; on the % scale 0 is the no-effect control and ±100 the full control effect
#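 Read-out is the ratio of GFP to DsRed2 object intensity, acquired by 488 nm laser-scanning cytometry on HeLa lamin A-EGFP minigene reporter cells. Compound incubation 48 hrs at 37 °C in Opti-MEM with 2% FBS; DMSO 0.5% final.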
# GLA spleen mod: alpha-galactosidase A (human) modulation. P06280. human spleen homogenate, 4MU-alpha-Gal fluorescence, 40 min. Potency, µM (series often up to 80 µM), without a hit: at the highest dose activity change, negative = inhibition, actives largely listed as inhibitors. 240,000 tested, 0.008% active. AID 2107;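 further: potency means the concentration at half of the fitted maximal effect; 0% = enzyme with vehicle and -100% = no enzyme basal signal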
# Target sequence (P06280 32-429 limits assumed): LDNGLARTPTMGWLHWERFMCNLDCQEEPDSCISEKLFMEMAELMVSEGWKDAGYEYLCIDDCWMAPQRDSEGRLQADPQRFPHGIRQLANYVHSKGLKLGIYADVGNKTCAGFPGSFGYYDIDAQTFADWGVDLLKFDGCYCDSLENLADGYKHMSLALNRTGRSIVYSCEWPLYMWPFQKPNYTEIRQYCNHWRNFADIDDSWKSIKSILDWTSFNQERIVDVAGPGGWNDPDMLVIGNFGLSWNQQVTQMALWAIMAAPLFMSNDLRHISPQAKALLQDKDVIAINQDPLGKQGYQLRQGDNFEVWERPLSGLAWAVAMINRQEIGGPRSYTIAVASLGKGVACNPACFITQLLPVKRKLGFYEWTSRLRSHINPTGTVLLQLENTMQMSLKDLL
#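 Fluorogenic readout (Ex 365/Em 440 nm) of 4-methylumbelliferone released from 1 mM 4-MU-alpha-galactoside by spleen homogenate, 40 min at 37C, pH 5.0. Data normalized to no-enzyme and enzyme controls; Hill-equation AC50 from compound titrations.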
# NPSR antagonist: antagonists of human neuropeptide S receptor cAMP signaling; 220,000 tested, 1% active; CHO-NPSR cells, cAMP TR-FRET, antagonist mode; AID 1461; Q6W5P4; Potency, µM (doses to about 38.3 µM), inactives show at the highest dose activity change, negative = inhibition, most hits filed as inhibitors; further: potency means the concentration at half of the fitted maximal effect; on the % scale 0 is the no-effect control and ±100 the full control effect; nearly all actives have a fitted effect of over 50% in size; many of its hits are not listed in these tables
# * = called active by the depositor; u = inconclusive; x = no result given; [ ] = remark or other dose. Unless noted, the call rests on the fitted dose curve; in most records, active means well fitted curve in the direction sought with a large enough effect; inconclusive means small, poorly fitted or top-dose-only effect, or another doubt; inactive means no such curve, though single readings can be large; an effect the other way counts as inactive or inconclusive. This is a subset. The share of hits here may be higher or lower than overall.
1: COc1ccccc1CCn1c(=O)c(-c2cc(F)cc(F)c2)nc2cncnc21
2: O=C1NC(c2ccccc2)=C(c2ccccc2)C1=O
3: CC(C)c1ccccc1NC(=O)CNCCc1ccc(C(F)(F)F)cc1
4: C=C(C)C(=O)Nc1cccc(C2=NOC3(C2)C[C@@H](C(N)=O)N(C(=O)CCCCC)C3)c1 (stereo not given in full)
5: Cc1c(/C=N/NC(=O)c2cccnc2)cc(C#N)n1C
6: COc1ccc(N2CCC(CNC(=S)Nc3cc(C)ccc3C)C2)cc1 (stereo not given)
7: O=[N+]([O-])c1ccc(-c2cnc[nH]2)cc1
8: Cc1ccc(NC(=O)c2cncc(Br)c2)c([N+](=O)[O-])c1

assay / entry	1	2	3	4	5	6	7	8
IMPase Li cell	u	4%	x	x	-4%	x	x	5%
CBFb-RUNX1 inh	x	16%	-13%	x	4%	u	-7%	5%
Epigenetic derep	x	-5.7%	8.6%	-1.6%	-0.1%	0.0%	4.2%	2.2%
Luc counter	-3%	1%	x	x	2%	x	x	-1%
Lamin A splicing	x	1%	x	x	-11%[46 µM]	x	x	19%
GLA spleen mod	0%	2%	5%	-2%	-9%	2%	0%	5%
NPSR antagonist	x	12%	u	15%	8%	-52%	21%	9%

9: CCn1c(SCC(=O)Nc2cc(C)on2)nnc1-c1cccs1
10: CCOc1ccc(NS(=O)(=O)c2ccc(NC(=O)C3CCCO3)cc2)cc1 (stereo not given)
11: CCOc1ccc(NC(=O)N(C2CCCCC2)C(C)c2cccnc2)cc1 (stereo not given)
12: C=CCOC(=O)C1=C[C@H](c2ccc(C(F)(F)F)cc2)[C@@H](CCCO)[C@H](OCC)O1
13: COCC(=O)N1CCC2(CCCN(C(=O)Nc3cccc(C#N)c3)C2)CC1
14: CC(C)n1c(N2CCN(C(=O)Nc3ccccc3)CC2)nc2ccccc21
15: O=C(CN1CCOCC1)OCCCc1ccccc1
16: COc1ccc(C(CC(=O)NCC(OC)OC)NS(=O)(=O)c2ccc(Cl)cc2)cc1 (stereo not given)

assay / entry	9	10	11	12	13	14	15	16
IMPase Li cell	18%[38.3 µM]	44%[activator][38.3 µM]	-15%[38.3 µM]	4%	-2%	-9%[38.3 µM]	26%[38.3 µM]	-5%
CBFb-RUNX1 inh	-8%	-3%	0%	10%	x	3%	-7%	6%
Epigenetic derep	-4.3%	-2.9%	2.7%	-1.5%	x	1.6%	-1.0%	-0.3%
Luc counter	0%	-5%	2%	x	-2%	-3%	-2%	x
Lamin A splicing	20%	u	-7%	x	x	-9%	5%	x
GLA spleen mod	-10%	-5%	-3%	0%	5%	3%	5%	-3%
NPSR antagonist	3%[46.1 µM]	-5%[46.1 µM]	-13%[46.1 µM]	u	x	-17%[46.1 µM]	-2%[46.1 µM]	-3%

17: Cc1cccc(OCCCC(=O)O)c1
18: CC(C)C[C@H](N)c1cn([C@@H](CCCCN)C(=O)N2CCNCC2)nn1
19: COc1ccc(/C=C2\CN(Cc3ccccc3)C/C(=C\c3ccc(OC)cc3)C2=O)cc1
20: CCc1nn2c(N3CCOCC3)cc(C)nc2c1-c1ccc(F)cc1
21: CCN(C(=O)CN1CCN(S(=O)(=O)c2ccccc2C(F)(F)F)CC1)c1c(N)n(Cc2ccccc2)c(=O)[nH]c1=O
22: COC(=O)CCCC1=CC2=C(c3ccccc3)C(=O)C(C)(OC(=O)C3CCCC3)C(=O)C2=CN1CCCCO (stereo not given)
23: Cc1cc(C)cc(N(CC(=O)NC2CCC(C)CC2)S(=O)(=O)c2c(C)noc2C)c1 (stereo not given)
24: O=C(NCCCN1CCOCC1)c1ccc(Br)cc1Br

assay / entry	17	18	19	20	21	22	23	24
IMPase Li cell	27%[38.3 µM]	5%	7%	16%[38.3 µM]	-1%	6%	15%[38.3 µM]	3%
CBFb-RUNX1 inh	10%	8%	-3%	5%	3%	-4%[13.1 µM]	3%	0%
Epigenetic derep	-1.1%	-0.7%	-0.9%	0.1%	-1.8%	2.1%	0.0%	-1.6%
Luc counter	-1%	x	2%	-3%	3%	-8%[7.66 µM]	5%	-2%
Lamin A splicing	5%	x	u	5%	4%	10%[9.22 µM]	-7%	u
GLA spleen mod	3%	-2%	2%	0%	0%	1%[17.5 µM]	6%	8%
NPSR antagonist	-24%[46.1 µM]	-21%	-41%	-1%[46.1 µM]	8%	17%	0%[46.1 µM]	11%

# Results in GLA spleen mod and Luc counter (6 entries from above):
no.	canonical_smiles	GLA spleen mod	Luc counter
18	CC(C)C[C@H](N)c1cn([C@@H](CCCCN)C(=O)N2CCNCC2)nn1	-2%	x
19	COc1ccc(/C=C2\CN(Cc3ccccc3)C/C(=C\c3ccc(OC)cc3)C2=O)cc1	2%	2%
20	CCc1nn2c(N3CCOCC3)cc(C)nc2c1-c1ccc(F)cc1	0%	-3%
21	CCN(C(=O)CN1CCN(S(=O)(=O)c2ccccc2C(F)(F)F)CC1)c1c(N)n(Cc2ccccc2)c(=O)[nH]c1=O	0%	3%
22	COC(=O)CCCC1=CC2=C(c3ccccc3)C(=O)C(C)(OC(=O)C3CCCC3)C(=O)C2=CN1CCCCO (stereo not given)	1%[17.5 µM]	-8%[7.66 µM]
23	Cc1cc(C)cc(N(CC(=O)NC2CCC(C)CC2)S(=O)(=O)c2c(C)noc2C)c1 (stereo not given)	6%	5%

# (list continues)
item	structure	IMPase Li cell	CBFb-RUNX1 inh	Epigenetic derep	Luc counter	Lamin A splicing	GLA spleen mod	NPSR antagonist
25	O=C(Cn1cccc(C(F)(F)F)c1=O)c1ccc(Cl)cc1	x	0%	3.5%	x	x	0%	-31%
26	CCOC(=O)NC(=O)COC(=O)c1cccc2ccccc12	-8%	-2%	-0.3%	-3%	x	-4%	6%
27	CC(C)OCCCNC(=O)CCSc1ccc(Cl)cc1	10%[38.3 µM]	9%	-0.7%	18%	-5%	-2%	-4%[46.1 µM]
28	NS(=O)(=O)c1ccc(NC(=O)COC(=O)c2cc(Cl)ccc2[N+](=O)[O-])cc1	x	-3%	3.0%	x	x	16%	-4%
29	COc1cccc(-c2nn(C)c3sc(C(=O)N4CCN(c5ccccn5)CC4)cc23)c1	32%[activator][38.3 µM]	-8%	1.2%	1%	u	-25%	u
30	COc1ccc(C/C(C)=N/NC(=O)c2ccc(C)cc2C)cc1	5%	-5%	2.6%	0%	14%[46 µM]	6%	-3%
31	CCCC(NC(=O)c1c(C)noc1C)C12CC3CC(CC(C3)C1)C2 (stereo not given)	19%	-1%	-5.9%	8%	x	-5%	-49%
32	CCCS(=O)(=O)N1CCN(c2ccccn2)CC1	-3%[38.3 µM]	2%	0.8%	-2%	-6%	1%	1%[46.1 µM]
33	Cc1nn(C)c(C(=O)Nc2ccn(C34CC5CC(CC(C5)C3)C4)n2)c1[N+](=O)[O-]	4%	-9%	0.0%	2%	u	-11%	-7%
34	CC1CCCCC1NS(=O)(=O)c1ccc(S(=O)(=O)N2CCCC2)cc1 (stereo not given)	12%[38.3 µM]	3%	-0.1%	-2%	u	5%	u
35	Cc1ccccc1C(=O)Nc1nc(SCc2ccc(Cl)cc2)n[nH]1	x	3%	-1.6%	x	x	0%	12%
36	COc1ccccc1OCC(O)CN1C(=O)NC(C)(C)C1=O (stereo not given)	1%[38.3 µM]	0%	3.1%	1%	-3%	0%	1%[46.1 µM]
37	CC(=O)Nc1ccc(SCC(=O)c2cc(C)n(CC(F)(F)F)c2C)cc1	33%[activator][38.3 µM]	-8%	-8.5%	-3%	6%	7%	-8%[46.1 µM]
38	N#Cc1ccc(-c2csc(NC(=O)/C=C/c3cccs3)n2)cc1	19%	5%	5.6%	3%	u	-1%	-10%
39	CC1=C(C(=O)Nc2ccc(C)cc2C)C(c2ccc([N+](=O)[O-])cc2)n2ncnc2N1 (stereo not given)	10%[38.3 µM]	1%	-0.3%	3%	-4%	-4%	-12%[46.1 µM]
40	CCOc1ccc(N/C(=N/c2nc(C)cc(C)n2)NC(=O)CC)cc1	x	-4%	2.6%	x	x	-2%	u
41	CCCC(=O)n1nc(-c2ccccc2)nc1SC	-2%	2%	-1.0%	1%	-8%	4%	7%[46.1 µM]
42	CCOC(=O)COc1ncn(-c2ccccc2)n1	6%[38.3 µM]	-3%	3.1%	-2%	4%	-12%	-2%[46.1 µM]
43	CN1CCN(C(=O)c2ccccc2-c2nc(-c3ccc(Cl)cc3)no2)CC1	18%[38.3 µM]	6%	1.0%	0%	2%	-7%	-1%[46.1 µM]
44	Cc1nc2c(Br)cc(Br)cc2cc1O	u	4%	6.3%	20%	u	3%	u
45	O=C(NCCCOc1cccc(CN2CCCCC2)c1)c1ccc(Cl)c(Cl)c1	14%	8%	-4.3%	1%	u	-2%	10%
46	COCCNC(=O)C(c1ccc(F)cc1)N(CC1CCCO1)C(=O)CCC(=O)Nc1ccccn1 (stereo not given)	-15%[38.3 µM]	1%	-1.0%	0%	0%	u	-1%[46.1 µM]
47	O=C(COc1ccc(C2SCCS2)cc1)NNC(=O)C(Cl)Cl	x	0%	1.1%	x	x	6%	-5%
48	O=C(CN1C(=O)/C(=C\c2ccccc2Cl)Oc2ccccc21)NCc1cccnc1	-7%	u	1.1%	-3%	x	-6%	-18%

# Compound profiles, from the list above:
# CC(C)OCCCNC(=O)CCSc1ccc(Cl)cc1 as listed: IMPase Li cell: 10%[38.3 µM]; CBFb-RUNX1 inh: 9%; Epigenetic derep: -0.7%; Luc counter: 18%; Lamin A splicing: -5%; GLA spleen mod: -2%; NPSR antagonist: -4%[46.1 µM]
# CCOC(=O)COc1ncn(-c2ccccc2)n1 as listed: IMPase Li cell: 6%[38.3 µM]; CBFb-RUNX1 inh: -3%; Epigenetic derep: 3.1%; Luc counter: -2%; Lamin A splicing: 4%; GLA spleen mod: -12%; NPSR antagonist: -2%[46.1 µM]

# A second format for three compounds above:
32) CCCS(=O)(=O)N1CCN(c2ccccn2)CC1
  IMPase Li cell = -3%[38.3 µM]
  CBFb-RUNX1 inh = 2%
  Epigenetic derep = 0.8%
  Luc counter = -2%
  Lamin A splicing = -6%
  GLA spleen mod = 1%
  NPSR antagonist = 1%[46.1 µM]
33) Cc1nn(C)c(C(=O)Nc2ccn(C34CC5CC(CC(C5)C3)C4)n2)c1[N+](=O)[O-]
  IMPase Li cell = 4%
  CBFb-RUNX1 inh = -9%
  Epigenetic derep = 0.0%
  Luc counter = 2%
  Lamin A splicing = u
  GLA spleen mod = -11%
  NPSR antagonist = -7%
34) CC1CCCCC1NS(=O)(=O)c1ccc(S(=O)(=O)N2CCCC2)cc1 (stereo not given)
  IMPase Li cell = 12%[38.3 µM]
  CBFb-RUNX1 inh = 3%
  Epigenetic derep = -0.1%
  Luc counter = -2%
  Lamin A splicing = u
  GLA spleen mod = 5%
  NPSR antagonist = u
